Screens from PubChem.
Growth percent in the NCI-60 one-dose screen (48 h, 10 µM unless noted): 100 = growth as untreated, 0 = no growth, -100 = all killed.
LOX IMVI = LOX IMVI melanoma; 7.4% of 79,000 active; AID 1794757
UACC-62 = UACC-62 melanoma; 5.4% of 81,000 active
SK-MEL-5 = SK-MEL-5 melanoma; 6.4% of 80,000 active; AID 1794755
MDA-MB-435 = MDA-MB-435 melanoma; 7.8% of 82,000 active; AID 1794794
MALME-3M = MALME-3M melanoma | 5.8% of 78,000 active
UACC-257 = UACC-257 melanoma. 4.4% of 78,000 active
SK-MEL-28 = SK-MEL-28 melanoma. 4.1% of 81,000 active
SK-MEL-2 = SK-MEL-2 melanoma; 4.7% of 77,000 active
Numbers without * were called inactive; / = not tested or not shown; & = joins results of further samples. The calls were made as follows: active = growth percent below 10; inactive = the rest.

SMILES	LOX IMVI	UACC-62	SK-MEL-5	MDA-MB-435	MALME-3M	UACC-257	SK-MEL-28	SK-MEL-2
O=c1oc2cc(O)ccc2c2ccccc12	/	100	101	104	110	113	117	107
NC(=O)c1cc2ccccc2s1	95	95	102	103	93	113	107	92
CN1CCN(CCC(=O)Nc2cccc(-n3cc(-c4ccncc4)c(-c4ccc(Cl)c(O)c4)n3)c2)CC1	16	47	24	-38*	48	46	58	35
c1ccc(Nc2cc(-c3cccnc3)[nH]n2)cc1	103	102	101	101	118	100	105	112
COc1ccc(C(=O)c2ccccc2C(=O)O)cc1	98	94	104	112	114	114	106	95
Cc1ccc(N=Nc2c(N)nn(-c3ccccc3)c2N)cc1	47	31	-19*	-52*	39	63	57	41
CCOC(=O)C(C#N)Cc1ccccc1 (configuration not stated)	107	111	117	109	136	117	120	114
CCCCOc1nc2ccccc2cc1/C=C/C(=O)c1c(O)c2ccccc2oc1=O	93	100	104	102	98	79	111	/
Cc1nn(CC(O)c2ccccc2)c(N)c1C(=O)N/N=C\c1ccc(OC(F)F)c(OCc2ccccc2)c1 (configuration not stated)	78	80	84	102	118	99	107	101
CCCCn1c(=O)c(-c2cc(-c3ccccc3)nc(-c3ccccc3)c2)cc2cc(C)ccc21	93	89	100	103	103	94	108	112
Clc1ccc2c(NCCNc3nc(Cl)nc4ccccc34)ccnc2c1	-89*	-90*	-99*	-89*	-87*	91	-79*	-73*
O=C(c1nn(Cc2ccccc2)c2c1CC(NCc1ccc(F)cc1)CC2)N1CCCCC1 (configuration not stated)	99	101	100	104	102	99	112	105
Nc1cc(S(=O)(=O)O)ccc1S(=O)(=O)O	100	110	100	95	97	107	123	100
COc1ccc2nc3ccc(OC)cc3c(SCCCN)c2c1	63	113	108	87	95	105	121	110
Cc1cc(C)nc(NS(=O)(=O)c2ccc(NC(=O)Nc3cc(Cl)ccc3Cl)cc2)n1	98	95	98	98	103	98	99	/
COc1ccccc1C(=O)Nc1cccc(C2CCc3c(cc(OC)c(OC)c3OC)O2)c1 (configuration not stated)	99	79	89	91	98	91	96	103
CC(=O)N1N=C(N)SC1c1ccc(Cl)c(Cl)c1 (configuration not stated)	97	102	101	104	114	103	109	99
CC(C)(CCN=C(N)Nc1ccccn1)c1ccc(C(F)(F)F)cc1	5.2*	-2.3*	-91*	19	-49*	-8.0*	-31*	38
CC1(C)CC[C@]2(C(=O)O)CC[C@]3(C)C(=CCC4[C@@]5(C)C[C@@H](O)[C@@H]6OC(c7ccccn7)OC[C@@]6(C)C5CC[C@]43C)C2C1 (some centres not stated)	47	68	69	81	101	104	68	77
O=C(CI)NC(Cc1c[nH]c2ccccc12)C(=O)O (configuration not stated)	62	103	95	109	87	102	115	106
Fc1ccc(CCOc2cccc(CNCc3ccncc3)c2)cc1	88	68	71	96	102	97	107	100
O=C(c1ccccc1)c1ccc[nH]1	/	97	107	110	/	100	113	103
S=C=Nc1ccc(N=C=S)cc1	96	/	/	102	93	106	110	99
Nc1c(Cl)cc(S(=O)(=O)O)cc1Br	105	/	105	106	108	108	131	130
O=c1[nH]c(=O)c2[nH]c(=O)n(-c3ccccc3)c2[nH]1	100	95	101	111	119	98	115	102

As a short view, part of the list above.
SMILES	LOX IMVI	UACC-62	SK-MEL-5	MDA-MB-435	MALME-3M	UACC-257	SK-MEL-28	SK-MEL-2
O=c1oc2cc(O)ccc2c2ccccc12	/	100	101	104	110	113	117	107
NC(=O)c1cc2ccccc2s1	95	95	102	103	93	113	107	92
CN1CCN(CCC(=O)Nc2cccc(-n3cc(-c4ccncc4)c(-c4ccc(Cl)c(O)c4)n3)c2)CC1	16	47	24	-38*	48	46	58	35

Sorted by count of non-hydrogen atoms (lowest first): some entries from above.
SMILES	LOX IMVI	UACC-62	SK-MEL-5	MDA-MB-435	MALME-3M	UACC-257	SK-MEL-28	SK-MEL-2
O=C(c1ccccc1)c1ccc[nH]1	/	97	107	110	/	100	113	103
COc1ccc(C(=O)c2ccccc2C(=O)O)cc1	98	94	104	112	114	114	106	95
Clc1ccc2c(NCCNc3nc(Cl)nc4ccccc34)ccnc2c1	-89*	-90*	-99*	-89*	-87*	91	-79*	-73*

(cont.)
SMILES	LOX IMVI	UACC-62	SK-MEL-5	MDA-MB-435	MALME-3M	UACC-257	SK-MEL-28	SK-MEL-2
COc1cc([C@H]2OC[C@H]3[C@@H]2CO[C@@H]3c2cc(OC)c(O)c(OC)c2)cc(OC)c1O	82	98	107	108	92	108	107	98
O=C1NC(O)(c2ccccc2)c2ccccc21 (configuration not stated)	101	90	96	99	96	107	102	102
N=Nc1c(O)[nH]c2ccccc12	88	103	98	106	130	82	111	117
CC(C)CCNC(=O)Cn1ccc(Nc2ccccc2)cc1=O	99	110	102	97	106	96	115	101
O=c1oc2c(cc1-c1ccc([N+](=O)[O-])cc1)C(O)Oc1ccccc1-2 (configuration not stated)	99	79	80	89	78	89	99	72
CC[N+](C)(CC)CC	98	98	103	103	107	112	112	109
Brc1cnc2[nH]cc(-c3csc(-c4c[nH]c5ncccc45)n3)c2c1	63	60	78	79	70	106	102	54
O=C1C(N2CCOCC2)=Cc2cccc3cccc1c23	101	91	/	102	113	101	98	110
C=C1CC[C@@H]2[C@](C)(COC(C)=O)[C@H](OC(C)=O)CC[C@@]2(C)[C@@H]1CC(NC1CCCC1)C1=CCOC1=O (some centres not stated)	68	66	34	76	85	38	91	85
CCN(CCO)CC(C)Nc1ccc([N+](=O)[O-])c2sc3ccccc3c(=O)c12 (configuration not stated)	16	30	12	24	13	32	44	37
O=C1/C(=C2\SC(=S)N(C3CCCC3)C2=O)SC(=S)N1C1CCCC1	/	98	102	102	102	102	110	102
O=C(c1ccc(Br)cc1)c1cc2ccccc2o1	91	84	98	102	104	104	107	106
OC(c1cccc(C(F)(F)F)c1)c1cnccc1NC1CCCCCC1 (configuration not stated)	-19*	55	-68*	33	-78*	40	-13*	43
COc1ccc(C(=O)/C=C/c2ccc3c(c2)Cc2ccccc2-3)cc1S(N)(=O)=O	99	114	104	111	102	103	122	127
C[N+](C)(C)CCOC(=O)c1ccccc1OCc1ccccc1	101	92	101	/	94	102	99	109
COc1ccc(/C=N\N=C(\C)c2nnn(-c3ccc(Cl)cc3)c2C)cc1OC	103	94	97	100	93	98	101	110
CCCCCCCCc1ccc(C(=O)Nc2ccc(C)cc2C(=O)O)cc1C	101	91	94	105	97	95	109	98
Nc1ccc([N+](=O)[O-])cc1C(=O)O	107	101	/	111	103	89	113	103
O=C(COc1ccccc1)Nc1ccc(-c2nc3ccccc3s2)cc1	97	85	88	104	103	113	108	94
COCCN(C(=O)c1ccc(F)cc1F)c1c(N)n(Cc2ccccc2)c(=O)[nH]c1=O	99	94	108	105	120	106	114	99
CO[C@H]1CNCC[C@@H](c2ccccc2)OC(=O)C[C@@]2(O)O[C@H]([C@@H](O)[C@H](O)[C@H]2O)[C@@H](O)/C=C/[C@H]1OC	103	93	103	112	78	107	104	106
COc1ccc2c(c1)C=CC(C#N)N2 (configuration not stated)	63	103	101	101	104	100	116	124
C=C1CCC2C3(C)COC(c4cc(F)cc(F)c4)OC3CCC2(C)C1CC(O)C1=CCOC1=O (configuration not stated)	/	69	78	60	89	74	47	57
Cc1ccc2cc3c(nc2c1)Nn1c(nnc1-c1ccc[nH]c1=S)SC3	97	90	99	106	104	97	108	107
CCN1CCN(C(=O)[C@]23CCC(C)(C)C[C@@H]2C2=CC[C@@H]4[C@@]5(C)CCC(=O)C(C)(C)[C@@H]5CC[C@@]4(C)[C@]2(C)CC3)CC1	44	47	49	34	41	33	64	77
More results
SMILES	LOX IMVI	UACC-62	SK-MEL-5	MDA-MB-435	MALME-3M	UACC-257	SK-MEL-28	SK-MEL-2
COc1cc2oc(-c3cccc(NC(=O)c4ccc([N+](=O)[O-])cc4)c3)cc(=O)c2c(OC)c1OC	59	48	44	53	30	81	54	75
CCN(CCO)CCCC(C)Nc1ccnc2cc(Cl)ccc12 (configuration not stated)	91&94	111&112	101	105&101	112&107	98&117	109&111	102&105
CC(=O)O[C@]1(C(C)=O)CCC2C3C=C(Cl)C4=CC(=O)CC[C@]4(C)C3CC[C@@]21C (some centres not stated)	94	79	79	97	116	95	113	91
CC1Cc2c(N(C)C)ncnc2N2CCc3cccc1c32 (configuration not stated)	107	98	98	105	107	/	113	105
CCSc1nc2ncnc(N(C)C)c2c(=O)[nH]1	105	101	98	101	111	103	111	100
CC(=O)[C@H]1CCC2C3C=CC4=CC(=O)CC[C@@]4(C)C3CC[C@@]21C (some centres not stated)	102	95	93	110	99	105	115	104
C=C(C)COC(=O)C1CC2OC2CC1C(=O)OCC(=C)C (configuration not stated)	98	91	106	106	/	98	123	98
Cc1ccc(S(=O)(=O)N/N=C/C2(c3ccccc3)CC2)cc1	97	102	105	104	110	100	106	126
CCC(=O)Nc1cc(C)ccc1C	98	/	103	102	93	98	102	107
Cc1cccc(NC2=C(Cl)C(=O)c3nc(C)ccc3C2=O)c1	-55*	-67*	-93*	/	-75*	-80*	-54*	-9.3*
Cc1ccc(C(=O)c2c(C(=O)N(C)N)noc2-c2ccc(C)cc2)cc1	/	89	111	109	111	102	113	102
N#CC(C#N)=C1CCCc2sccc21	102	100	96	100	108	104	111	/
CCOC(=O)C1(NC(=O)C2(N3C(=O)c4ccccc4C3=O)CCCC2)CCCC1	96	94	96	111	/	105	104	93
N#Cc1c(C#N)c(O)c2ccccc2c1O	105	109	94	120	118	104	133	110
CC[C@H](Nc1ncnc2nc[nH]c12)c1nc2cccc(NCCCCCC(=O)O)c2c(=O)n1-c1ccccc1	97	92	98	100	92	81	100	97
Clc1ccc(CN=Nc2ccccc2)cc1	31	20	91	54	99	95	96	84
CCOC(=O)c1cc(=O)[nH]c(Nc2nc3ccccc3s2)n1	100	91	104	104	102	108	107	115
O=C(C[n+]1ccc2ccccc2c1)c1cccc2ccccc12	55	97	89	83	102	114	103	90
O=C(CCc1nnc2sc(/C=C\c3ccccc3)nn12)c1nc2ccccc2[nH]1	75	103	76	84	94	95	93	98
COc1ccc(/C=N/Nc2nc3ccccc3s2)cc1	95	83	92	83	44	103	99	117
O=C(CCN1CCCCC1)c1ccccc1	120&99	107&110	107&117	113&103	123&92	143&104	123&109	95&93
O=C1C(c2ccccc2)c2ccccc2N1Cc1ccccc1 (configuration not stated)	89	98	107	113	/	96	120	95
CCOC(=O)C1(C)C(=O)CC2c3nc4ccccc4cc3CN2C1=O (configuration not stated)	99	99	101	101	97	108	108	106

Complete entries as entered above. Order of screens: LOX IMVI	UACC-62	SK-MEL-5	MDA-MB-435	MALME-3M	UACC-257	SK-MEL-28	SK-MEL-2
COc1ccc(/C=N/Nc2nc3ccccc3s2)cc1 as listed: 95	83	92	83	44	103	99	117
N#Cc1c(C#N)c(O)c2ccccc2c1O as listed: 105	109	94	120	118	104	133	110
Cc1ccc(S(=O)(=O)N/N=C/C2(c3ccccc3)CC2)cc1 as listed: 97	102	105	104	110	100	106	126
N#CC(C#N)=C1CCCc2sccc21 as listed: 102	100	96	100	108	104	111	/
COc1cc2oc(-c3cccc(NC(=O)c4ccc([N+](=O)[O-])cc4)c3)cc(=O)c2c(OC)c1OC as listed: 59	48	44	53	30	81	54	75

Of the compounds above, these have a cyano group.
SMILES	LOX IMVI	UACC-62	SK-MEL-5	MDA-MB-435	MALME-3M	UACC-257	SK-MEL-28	SK-MEL-2
CCOC(=O)C(C#N)Cc1ccccc1 (configuration not stated)	107	111	117	109	136	117	120	114
COc1ccc2c(c1)C=CC(C#N)N2 (configuration not stated)	63	103	101	101	104	100	116	124
N#CC(C#N)=C1CCCc2sccc21	102	100	96	100	108	104	111	/
N#Cc1c(C#N)c(O)c2ccccc2c1O	105	109	94	120	118	104	133	110
